FadD28 binding – M. tuberculosis FadD28 bisubstrate binding inhibition; AID 588549; FadD28 bisubstrate probe binding, fluorescence polarization; 360,000 tested, 0.22% active; inhibition, % at 12.5 µM; in the data active means inhibition above about 8.5%, passing the limit was not always enough; inconclusive means no clear call, values can overlap the other calls
UGM FP inh – blocks M. tuberculosis UGM enzyme. P9WIQ1. 320,000 tested, 0.06% active. purified UGM, fluorescence polarization probe displacement. inhibition, % at 10 µM; in the data active means inhibition above about 10%, passing the limit was not always enough; inconclusive means no clear call, values can overlap the other calls
Target sequence (P9WIQ1 whole entry, looked up): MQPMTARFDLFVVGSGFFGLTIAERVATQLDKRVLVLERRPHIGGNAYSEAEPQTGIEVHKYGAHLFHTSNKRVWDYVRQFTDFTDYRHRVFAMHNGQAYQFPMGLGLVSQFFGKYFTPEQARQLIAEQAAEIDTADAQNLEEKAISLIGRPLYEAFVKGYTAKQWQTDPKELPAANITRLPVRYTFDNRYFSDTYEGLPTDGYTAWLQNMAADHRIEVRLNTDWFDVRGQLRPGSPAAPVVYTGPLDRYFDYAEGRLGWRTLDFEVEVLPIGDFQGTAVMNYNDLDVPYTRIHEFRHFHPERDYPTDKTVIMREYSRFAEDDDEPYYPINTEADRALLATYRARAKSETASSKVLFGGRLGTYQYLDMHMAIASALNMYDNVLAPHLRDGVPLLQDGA
CCHFV vOTU inh – blocks the CCHF virus ovarian tumor domain protease; CCHFV vOTU protease, Pep-AMC fluorescence; inhibition, % at 11.5 µM; 370,000 tested, 0.55% active; further: 0% = vehicle wells with enzyme and 100% = no enzyme wells
PrPC surface inh – inhibitors of human cell surface prion protein PrPC. TR-FRET read-out. inhibition, % at 13.8 µM. 370,000 tested, 0.43% active. AID 720596; in the data active means inhibition above about 24%; further: 0% = median of the test wells and 100% = reference compound wells
GDH-TPI counter – GDH-TPI coupled enzyme inhibition counter-screen. GDH-TPI coupled enzyme counterscreen, NADH absorbance. inhibition, % at 4.8 µM. 360,000 tested, 1.2% active. AID 588335;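 further: 0% = DMSO wells and 100% = wells lacking the enzyme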
BoNT-A LC inh2 – blocks Botulinum neurotoxin A light chain protease | multiplex microsphere protease substrate cleavage, flow cytometry | inhibition, % at 10 µM | 360,000 tested, 0.17% active; in the data active means inhibition above about 30%; inconclusive means no clear call, values can overlap the other calls; further: plate controls were buffer without enzyme for full effect and enzyme alone for no effect
Mtb BioA inh – inhibitors of Mycobacterium tuberculosis BioA enzyme; 360,000 tested, 0.096% active; inhibition, % at 9.99 µM; purified M. tuberculosis BioA enzyme, plate reader; in the data active means inhibition above about 40%; inconclusive means no clear call, values can overlap the other calls
BoNT-F LC inh – BoNT F light chain protease inhibition; 360,000 tested, 0.22% active; AID 588497; Multiplex microsphere protease cleavage assay, flow cytometry; inhibition, % at 10 µM; in the data active means inhibition above about 35%, passing the limit was not always enough; inconclusive means no clear call, values can overlap the other calls; further: plate controls were buffer without enzyme for full effect and enzyme alone for no effect
Mtb FBA inh – Mtb fructose-bisphosphate aldolase inhibition; 360,000 tested, 2.3% active; purified M. tuberculosis FBA, fluorescence read-out; inhibition, % at 1 µM; P9WQA3; in the data active means inhibition above about 27%;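 further: 0% = vehicle and 100% = reference inhibitor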
Target sequence (P9WQA3 whole entry, looked up): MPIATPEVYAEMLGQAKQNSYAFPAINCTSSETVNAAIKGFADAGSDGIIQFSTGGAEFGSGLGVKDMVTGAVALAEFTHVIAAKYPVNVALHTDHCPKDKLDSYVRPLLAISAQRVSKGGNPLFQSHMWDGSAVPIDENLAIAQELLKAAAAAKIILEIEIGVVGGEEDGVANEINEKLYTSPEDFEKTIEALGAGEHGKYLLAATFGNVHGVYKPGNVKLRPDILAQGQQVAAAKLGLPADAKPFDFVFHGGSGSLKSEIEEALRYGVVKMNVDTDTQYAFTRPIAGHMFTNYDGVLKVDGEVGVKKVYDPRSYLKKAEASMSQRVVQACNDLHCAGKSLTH
* marks the source's active call; other numbers are inactive results; ? = inconclusive; / = no result given. Unless noted, no stated cut-off is given here; in the data, active means inhibition above about 30%; inactive means the rest.

SMILES	GDH-TPI counter	Mtb BioA inh	FadD28 binding	BoNT-F LC inh	PrPC surface inh	BoNT-A LC inh2	Mtb FBA inh	UGM FP inh	CCHFV vOTU inh
CC(C)NC(=O)Nc1cccs1	9	-1.8	-3.0	-6	0	0.2	2	-1.0	0
CCCc1cc(=O)[nH]c(SCC(=O)c2c(C)[nH]c3ccccc23)n1	14	/	-1.4	-9	5	-0.2	4	-4.4	-4
Cc1cccn2c(=O)c(/C=C(\C#N)C(=O)NCc3ccco3)c(N3CCCC(C)C3)nc12 (configuration not stated)	5	0.3	-2.7	1	-4	0.5	0	-5.1	4
CC(=O)N1CC2([N+](=O)[O-])CN(C(C)=O)CC([N+](=O)[O-])(C1)C2(C)C	3	/	-1.8	-8	1	-1.3	3	0.1	-8
C=CCn1c(SCC(=O)Nc2nccs2)nnc1-c1ccco1	15	-3.5	-0.1	-19	-3	1.0	-7	0.8	-5
N#CC1=C(N)OC2=C(C(=O)CCC2)C1CCc1ccccc1 (configuration not stated)	3	0.2	-2.3	-26	-4	-1.4	-4	-1.5	6
CCOC(=O)/C(C#N)=C/Nc1ccccc1NS(=O)(=O)c1ccc2c(c1)OCCO2	21	0.2	-2.8	-10	-3	-4.7	1	0.6	-2
O=C(Cc1cccs1)Nc1ccc(Cl)c(S(=O)(=O)N2CCOCC2)c1	6	1.8	-1.1	/	5	/	0	/	-8
Cn1c(=O)n(CCc2ccccc2)c(=O)c2c1nc1n2CCCN1Cc1ccccc1	-7	2.1	-1.4	-1	6	0.6	5	0.0	3
CC(C)(C)OC(=O)N1CCC(c2c(C(=O)O)cnn2-c2ccccc2Cl)CC1	-3	-1.5	-2.2	-6	4	-0.3	1	-1.5	-21
O=C(NCCCNC(=O)c1cc(Cl)ccc1Cl)c1cnccn1	-1	/	-0.9	-2	-4	3.4	-1	3.0	0
CCC(=O)Nc1nnc(SCC(=O)NCC2CCCO2)s1 (configuration not stated)	-3	0.2	-2.1	7	-2	2.3	1	1.8	-4
COc1ccc(Cl)cc1S(=O)(=O)NC(C)C(=O)NCc1ccc2c(c1)OCO2 (configuration not stated)	13	-1.6	-4.3	-1	-1	-3.9	2	-0.8	-1
O=C(COc1cccc2ccccc12)N1CCN(c2ccccc2)CC1	7	0.5	-4.6	8	5	0.0	1	-3.1	14
C=CCN1CCN(C(c2ccccc2)c2nnnn2CCC(C)C)CC1 (configuration not stated)	10	0.4	0.2	-4	-12	0.8	-1	1.0	10
COc1ccc(C(=O)N/N=C/c2c[nH]c3ccccc23)cc1	24	0.1	-0.1	10	-5	3.7	-3	3.0	14
COCCCn1c(=S)[nH]c2ccc(N3CCOCC3)cc2c1=O	-1	1.3	-2.6	7	1	5.5	9	0.1	-12
COc1ccccc1OCC(=O)OCC(=O)Nc1sccc1C(N)=O	1	/	-2.9	-4	-3	-0.2	-1	-2.7	-6
Nc1[nH]c(C(=O)c2ccccc2)c(-c2ccc(Br)cc2)c1C(=O)NC1CC1	/	/	/	5	-3	-0.7	/	/	0
COc1ccc(CN2C(=O)C(CC(=O)NCCN3CCOCC3)CC(C(=O)N(C(C)C)C(C)C)=C2C)cc1 (configuration not stated)	0	-2.1	-0.5	-2	4	-0.3	2	/	18
NS(=O)(=O)c1ccc(NC(=O)COC(=O)C23CC4CC(CC(C4)C2)C3)cc1	-7	/	5.3	0	5	0.3	0	0.1	-10
Cn1cc([N+](=O)[O-])c(C(=O)Nc2nc(-c3ccc(Cl)cc3)cs2)n1	9	-0.2	-4.3	-4	16	0.9	0	-3.2	11
O=C1Nc2ccccc2Nc2ncccc21	-1	-0.8	-0.3	1	-8	-0.6	0	-0.3	7
O=C1CN(C(=O)/C=C/c2cc(Br)ccc2F)CCN1	4	-3.0	-0.1	5	-3	0.5	5	2.5	-11
CCOc1ccc(N2CC(C(=O)Nc3nnc(C4CCCCC4)s3)CC2=O)cc1 (configuration not stated)	-10	1.7	-3.0	11	-2	1.4	2	-0.1	-4
O=c1c2ccccc2nc(CSc2nnnn2-c2ccccc2)n1-c1ccccc1	2	0.3	-1.6	-12	-3	-0.8	0	-2.3	4
COc1ccccc1CCNC(=O)CCn1c(=O)oc2ccccc21	10	0.0	0.1	-6	-3	0.6	-1	0.3	-2
O=C(CNC(=O)c1cccc(Cl)c1)NCC(c1cccs1)N1CCOCC1 (configuration not stated)	2	1.5	-0.6	-11	-2	-0.6	3	-1.1	3
COc1ccc(C(=O)N2CCC(O)(c3ccc(F)cc3)CC2)cc1OC	9	5.4	-0.8	-23	2	0.0	4	1.8	11
O=C1CCCC2=C1C(c1ccc(Cl)cc1)C1C(=O)c3ccccc3C1=N2 (configuration not stated)	11	7.2	?	-9	-17	-0.9	2	0.2	-10
CCOc1ccccc1NC(=O)C1CCCN(S(=O)(=O)c2ccccc2)C1 (configuration not stated)	12	4.2	0.4	1	8	-2.1	-2	0.6	20
CN(Cc1cnccn1)Cc1c(C(=O)N2CCc3ccccc3C2)nc2ccc(Cl)cn12	-6	1.4	-3.8	0	-1	-0.3	-1	0.7	-2
COc1ccc(CNC(=O)c2ccc(CS(=O)(=O)Cc3ccccc3F)o2)cc1	-3	5.7	-2.1	-3	-4	-0.5	-5	-0.5	-10
CN(CC(=O)Nc1cccc(F)c1)C(=O)CSc1ccccc1F	-6	-1.0	-1.2	-1	6	-0.3	1	-1.5	11
O=C(COc1ccc(F)cc1)NNC(=O)c1cc2ccccc2oc1=O	24	-1.8	-0.1	-8	-4	-0.2	3	-0.7	-2
CCCn1c(/C=C/c2ccco2)nc2ccccc21	9	/	-4.7	-8	10	8.7	9	0.3	-10
COc1cc(-c2cc(C(=O)Nc3nc4ccccc4s3)c3ccccc3n2)cc(OC)c1OC	3	/	-6.1	-3	-3	1.3	3	-0.8	2
C=CCOc1c(Br)cc(CNc2nccs2)cc1OC	6	0.7	-1.6	-4	-7	-0.2	0	3.2	3
CC12CCC(C(=O)NCc3ccc4c(c3)OCO4)(OC1=O)C2(C)C (configuration not stated)	7	-1.5	-1.2	16	-5	0.7	2	-2.6	5
CNC(=O)CSc1nnnn1-c1ccc(C)cc1C	8	-1.1	-0.8	2	6	-0.4	1	0.9	0
CCCSc1nnc(N2C(=O)C(O)=C(C(=O)c3ccco3)C2c2ccccc2F)s1 (configuration not stated)	16	-1.8	-9.4	-4	1	0.3	4	4.3	16
NC(=O)CC(NC(=O)OCc1ccccc1)C(=O)O (configuration not stated)	0	-1.0	-3.0	-5	0	-0.1	1	1.8	14
COCOc1ccc(-c2ncc(OC)nc2NC(=O)c2ccsc2)cc1	18	-0.3	0.7	-10	7	-0.5	3	/	10
CCC(=O)Nc1c(S(=O)(=O)c2ccccc2)c2nc3ccccc3nc2n1Cc1ccccc1	27	-1.8	-2.0	11	-5	8.7	72*	2.9	-56
COC(=O)[C@]12CCCCC=C1N(Cc1ccc(Cl)cc1Cl)C(=O)[C@H](CC(=O)N1CCOCC1)C2	/	/	/	5	0	-1.1	/	/	13
CCc1ccc(S(=O)(=O)/N=C2\C=C(Nc3ccc(C(=O)O)cc3)C(=O)c3ccccc32)cc1	7	1.3	4.6	3	-14	-0.9	-1	-0.7	112*
CCOc1ccc(-c2nc3n(c(=O)c2C#N)CCS3)cc1	16	/	-3.1	-4	-12	0.1	32*	-2.2	-15
O=C(O)c1cc(N2C(=O)C3C4C=CC(C4)C3C2=O)ccc1N1CCOCC1 (configuration not stated)	-7	/	-3.8	-2	-3	-0.7	0	-0.7	-15
COc1ccc(C(=O)Nc2c3c(nn2-c2ccc([N+](=O)[O-])cc2)CS(=O)(=O)C3)cc1	7	-1.8	-2.2	-4	-8	-0.5	-1	1.8	9
CCn1c(SCC(=O)Nc2ccccc2Cl)nnc1C1CC1	1	-0.1	-0.9	-9	1	-1.7	4	-1.0	-2
Cc1nn(CC(=O)Nc2ccc(C(=O)N3CCCC3)cc2)c(=O)c2ccccc12	9	-1.1	-1.1	3	-4	-0.5	-2	2.1	-6
CSc1cccc(CN2CCC(CO)(Cc3cccc(C(F)(F)F)c3)CC2)c1	7	/	-8.4	0	-13	-0.7	-3	1.6	21
Cc1ccc(C(=O)N2CCN(S(=O)(=O)c3sc(C(=O)O)c(C)c3C(=O)O)CC2)s1	13	-1.8	-0.7	0	-5	0.0	4	-0.2	-5
CCn1c(COc2ccccc2C)nnc1SCC(=O)CC(=O)Nc1ccccc1	0	3.2	-1.2	2	1	-1.1	-2	-5.2	5
COc1ccc(-c2cc(C(=O)Nc3cccnc3Cl)no2)cc1	-9	/	-4.5	-15	-3	-5.6	-1	-1.2	-5
O=C(CNC(=O)c1cccc(F)c1)OCC(=O)N1CCCc2ccccc21	6	0.6	-1.9	2	3	-0.4	1	1.7	5
Cc1ccc(NC(=O)c2ccccc2SCC(=O)N2CCCC2)cc1S(=O)(=O)N(C)C	12	1.5	-0.9	4	0	1.8	0	-3.4	0
Cc1cc(C)c(C(=O)CSc2nc(C)cc(C)c2C(N)=O)c(C)c1	8	/	0.5	-4	-4	-0.7	1	0.0	-18
CCC(=O)c1ccc(OCC(=O)OCC(=O)NC2CCCCCC2)cc1	7	/	0.4	-3	-3	-0.5	1	0.7	-9
CC(C(=O)NC1CCCCC1)N1CCN(C)CC1 (configuration not stated)	-4	-3.7	-0.7	7	-3	-1.2	0	1.9	0

Following part
SMILES	GDH-TPI counter	Mtb BioA inh	FadD28 binding	BoNT-F LC inh	PrPC surface inh	BoNT-A LC inh2	Mtb FBA inh	UGM FP inh	CCHFV vOTU inh
CCOC(=O)c1sc2nc(CC(=O)OC)nc(N(C)CCc3ccccn3)c2c1C	11	/	-2.1	-8	1	-0.8	1	-1.6	-7
S=C(NC1CCCCC1)NN1CCCCCC1	2	/	-2.0	5	0	-0.3	-1	/	15
O=C(N/C(=C\c1ccccc1)C(=O)N1CCOCC1)c1ccco1	8	-1.5	1.9	7	-3	0.6	0	3.5	-15
C=CCC(NCc1ccccc1)c1ccc(C)o1 (configuration not stated)	-3	-1.7	-2.8	?	2	-0.8	3	1.4	4
COCCN(C(=O)C1CC1)c1nnc(-c2ccc(C)cc2)s1	4	0.5	-0.4	-10	-1	0.7	-4	2.4	0
Cn1cnc(S(=O)(=O)NCc2ccc(Br)cc2)c1	4	-0.4	-0.3	-6	-4	-0.8	-1	0.2	18
Cn1c(SCCCC(=O)c2ccc(F)cc2)nnc1-c1ccncc1	10	1.5	-1.2	2	3	0.1	2	-1.9	-10
O=C1CC(N(CCc2ccccc2)C(=S)Nc2ccccc2)C(=O)N1c1ccc(Br)cc1 (configuration not stated)	6	-0.9	1.6	-22	7	-0.2	-5	0.0	10
C[C@H]([C@@H](O)[C@@H](O)[C@@H](C)C(C)(C)C)[C@H]1CC[C@H]2C3CC[C@H]4C[C@H](OS(=O)(=O)O)[C@@H](OS(=O)(=O)O)C[C@]4(C)[C@H]3CC[C@]12C (some centres not stated)	-3	1.9	-4.5	7	-2	0.1	-4	/	13
COC(=O)c1ccc(N=c2sc(C(=O)OC)cc(=O)n2C)cc1	5	-5.6	-0.1	-12	5	0.1	3	/	6
O=C(CCn1c(=O)oc2ccccc21)NCCC1=CCCCC1	-7	/	-3.7	2	-4	-1.1	1	-1.1	-7

Three structures from above, arranged by heavy-atom count, lowest first.
SMILES	GDH-TPI counter	Mtb BioA inh	FadD28 binding	BoNT-F LC inh	PrPC surface inh	BoNT-A LC inh2	Mtb FBA inh	UGM FP inh	CCHFV vOTU inh
Cc1cc(C)c(C(=O)CSc2nc(C)cc(C)c2C(N)=O)c(C)c1	8	/	0.5	-4	-4	-0.7	1	0.0	-18
Cn1c(SCCCC(=O)c2ccc(F)cc2)nnc1-c1ccncc1	10	1.5	-1.2	2	3	0.1	2	-1.9	-10
Cc1nn(CC(=O)Nc2ccc(C(=O)N3CCCC3)cc2)c(=O)c2ccccc12	9	-1.1	-1.1	3	-4	-0.5	-2	2.1	-6
